Source: PubChem
NOD2 RIPK2 PPI = blocks binding of human NOD2 to RIPK2 | AID 624267 | O43353 | hit rate 0.38% among 360,000 | CHO BLA complementation NOD2-RIPK2, CCF4 ratio | inhibition, % at 4.98 µM; in the data active = inhibition above about 21%;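 also: 0% = vehicle only and 100% = reference blocker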
Target sequence (O43353 whole entry, looked up): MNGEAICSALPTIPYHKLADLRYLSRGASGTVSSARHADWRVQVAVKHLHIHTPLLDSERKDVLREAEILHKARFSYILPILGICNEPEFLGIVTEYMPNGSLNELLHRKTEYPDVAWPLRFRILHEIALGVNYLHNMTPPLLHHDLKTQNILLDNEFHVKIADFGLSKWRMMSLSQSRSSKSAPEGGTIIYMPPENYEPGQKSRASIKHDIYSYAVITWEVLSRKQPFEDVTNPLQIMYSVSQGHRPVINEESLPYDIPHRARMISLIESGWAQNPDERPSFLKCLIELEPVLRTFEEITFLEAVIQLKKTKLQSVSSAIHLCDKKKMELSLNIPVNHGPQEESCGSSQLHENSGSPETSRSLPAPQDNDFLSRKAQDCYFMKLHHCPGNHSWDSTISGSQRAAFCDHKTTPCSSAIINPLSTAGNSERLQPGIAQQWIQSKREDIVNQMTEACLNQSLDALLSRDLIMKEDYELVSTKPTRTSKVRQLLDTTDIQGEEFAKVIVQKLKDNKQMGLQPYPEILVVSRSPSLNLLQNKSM
SRC2 inh = human SRC2 (NCOA2) inhibition; Q15596; HEK293 GAL4-SRC2 luciferase reporter, luminescence; inhibition, % at 9 µM; hit rate 0.17% among 370,000; AID 651957;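 active = inhibition above the mean inhibition of all tested compounds plus 3 SD, set per campaign, cut at about 52% in these data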;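 also: 0% = DMSO treated cells and 100% = cells given Gossypol at 36 µM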
LMP1 NFkB inh = Epstein-Barr LMP1 NF-kappaB reporter inhibition | AID 504558 | LMP1-induced NF-kappaB luciferase reporter cells, luminescence | hit rate 0.69% among 350,000 | inhibition, % at 12.5 µM; in the data active = inhibition above about 41%;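 also: 0% = neutral control wells and 100% = reference inhibitor control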
LRH-1 inv ag = suppresses constitutive activity of human LRH-1; HEK293T StAR-luciferase reporter, LRH-1 transfected, 24 h; inhibition, % at 3.6 µM; hit rate 0.13% among 360,000; AID 602396;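 active = inhibition above the mean inhibition of all tested compounds plus 3 SD, cut at about 73% in these data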;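 also: 0% = DMSO wells and 100% = reporter-only cells lacking LRH-1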
COUP-TFII inh = inhibitors of human COUP-TFII (NR2F2); P24468; HEK293T NGFI-A luciferase reporter, luminescence; inhibition, % at 8.6 µM; hit rate 0.7% among 370,000; AID 686940;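 active = inhibition above a per-plate cutoff, mean inhibition of test wells between control levels plus 3 SD, cut at about 38% in these data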;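 also: cells cotransfected with COUP-TFII expression vector driving the NGFI-A reporter; 0% = median of COUP-TF2 test wells and 100% = reporter-only cells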
Target sequence (P24468 whole entry, looked up): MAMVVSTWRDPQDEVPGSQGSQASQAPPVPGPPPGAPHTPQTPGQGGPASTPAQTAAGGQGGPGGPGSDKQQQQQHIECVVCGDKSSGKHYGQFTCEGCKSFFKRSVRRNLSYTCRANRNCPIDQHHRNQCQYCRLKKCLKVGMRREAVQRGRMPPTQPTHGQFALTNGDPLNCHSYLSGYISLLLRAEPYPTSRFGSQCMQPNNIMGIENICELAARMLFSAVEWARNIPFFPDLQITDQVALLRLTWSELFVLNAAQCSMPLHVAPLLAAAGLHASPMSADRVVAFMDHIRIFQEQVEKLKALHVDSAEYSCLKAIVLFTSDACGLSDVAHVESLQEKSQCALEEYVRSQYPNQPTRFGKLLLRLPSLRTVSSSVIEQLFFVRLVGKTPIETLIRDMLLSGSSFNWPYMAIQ
TWEAK Fn14 block = TWEAK-Fn14 signaling inhibition; TWEAK-stimulated Fn14 reporter cells, luciferase luminescence, 8 h; inhibition, % at 10 µM; hit rate 2% among 360,000; AID 1159606; in the data active = inhibition above about 50%
SRC1 inh = human NCOA1 inhibition; Q15788; HEK293 GAL4-SRC1 luciferase reporter, luminescence; inhibition, % at 3.6 µM; hit rate 0.12% among 360,000; AID 588354;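 active = inhibition above the campaign mean plus 3 SD, with each screening campaign given its own cutoff, cut at about 60% in these data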;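 also: 0% = DMSO treated cells and 100% = gossypol at 36 µM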
TRAIL sens C8 = caspase-8 TRAIL sensitization; NB7+C8 cells + TRAIL, ATPlite viability luminescence; inhibition (viability loss, TRAIL sensitization), % at 10 µM; hit rate 1% among 360,000; AID 624354;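 active = compounds causing at least 50% loss of cell viability in the single-dose screen, relative to plate controls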
TLR9-MyD88 block = TLR9-MyD88 interaction inhibition. inhibition, % at 4.98 µM. AID 504734. CHO BLA complementation TLR9-MyD88, CCF4 FRET ratio. Q9NR96+Q99836. hit rate 0.21% among 340,000;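 active = inhibition above the mean over all tested compounds plus 3 SD, cut at about 21% in these data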;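 also: 0% = DMSO only wells and 100% = clavulanate BLA inhibitor control wells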
TROY NFkB inh = TROY signaling inhibition; Q293 LMP1-TROYcd NF-kB luciferase reporter, 4 h; inhibition, % at 10 µM; hit rate 0.98% among 360,000; AID 1347056;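 active = compounds whose plate-normalised and pattern-corrected inhibition of the luciferase reporter signal at the single screening dose is 50% or more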
SRC3 inh = human NCOA3 inhibition. Q9Y6Q9. HEK293 GAL4-SRC3 luciferase reporter, luminescence. inhibition, % at 3.6 µM. hit rate 0.17% among 360,000. AID 588352;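 active = inhibition above a per-campaign cutoff, the mean of all compounds plus 3 SD, cut at about 60% in these data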;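 also: 0% = DMSO-treated cells and 100% = gossypol-treated cells at 36 µM; higher means less SRC3-driven luciferase light from the GAL4 reporter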
Starred values were filed as active, the others as inactive; x = no result given. Only part of the results is shown; the hit share may differ from the screen's.

The line under a structure holds: NOD2 RIPK2 PPI	SRC2 inh	LMP1 NFkB inh	LRH-1 inv ag	COUP-TFII inh	TWEAK Fn14 block	SRC1 inh	TRAIL sens C8	TLR9-MyD88 block	TROY NFkB inh	SRC3 inh
> CCOc1ccc(-c2cc(N)n(S(=O)(=O)c3ccc(OC)cc3)n2)cc1
    -11	10	1	-7	15	-3	15	-5	-4	-5	-16
> CCC(=O)N1N=C(c2ccccc2)CC1c1ccc([N+](=O)[O-])cc1 (stereo unspecified)
    3	5	-1	-17	-21	-15	18	-16	-8	-2	9
> CCN(CC)CCNC(=O)C1(O)c2cc(Br)ccc2NC(=O)N1c1c(F)cccc1F (stereo unspecified)
    0	-1	x	-22	14	4	-4	2	-6	-1	10
> CCC(C)Sc1nc2c(c(=O)[nH]c(=O)n2C)n1CCc1ccccc1 (stereo unspecified)
    4	9	4	12	-13	8	-13	-20	-10	5	-42
> Cc1ccc(-n2ncc3c(NCc4ccccc4)ncnc32)cc1
    9	-6	-18	-12	-13	-47	-29	5	-2	-86	-35
> O=C(CSc1ccc([N+](=O)[O-])cn1)Nc1ccccc1N1CCOCC1
    -6	-18	-4	18	6	5	-24	1	-2	-1	8
> O=C(Nc1ccccc1N1CCCC1)c1ccc2c(c1)OCO2
    2	-14	1	4	20	9	-7	-15	-12	-20	15
> O=c1[nH]c2cc([N+](=O)[O-])ccc2c2ccc([N+](=O)[O-])cc12
    7	5	3	-32	6	-57	-7	22	1	-15	9
> N=c1c(S(=O)(=O)c2ccccc2)cc2c(=O)n3ccccc3nc2n1CCCN1CCOCC1
    -11	-23	-7	0	12	23	-25	-2	-6	-26	10
> CC(=O)Nc1ccc(-c2ccnc3c2CC(C(=O)NCc2ccc(N4CCN(C)CC4)cc2)O3)cc1 (stereo unspecified)
    -4	-10	x	-6	5	22	8	-6	x	-8	19
> Cc1cc(C)[n+]2[nH]c(N)c(N=Nc3ccccc3)c2n1
    -3	-12	-9	-35	-42	1	-44	5	-9	-38	0
> CC(=O)c1cccc(-c2ccnc3c2CC(C(=O)NCc2cccs2)O3)c1 (stereo unspecified)
    8	10	x	18	-55	27	-1	18	x	19	12
> O=Cc1c(NCc2ccco2)nc2ccccn2c1=O
    -7	-10	-3	-15	-1	7	-5	-23	-9	-24	-4
> Cc1ccc(C)c(S(=O)(=O)N2CCN(C(=O)C(C)Sc3ccccc3)CC2)c1 (stereo unspecified)
    5	11	-1	11	12	15	-27	3	-6	1	-2
> C#CCOCCOCCOCCNc1nc(N2CCN(C(=O)[C@H](CCCCN)n3cc([C@@H](N)CC(N)=O)nn3)CC2)nc(N2CCN(C(=O)[C@H](CCCCN)n3cc([C@@H](N)CC(N)=O)nn3)CC2)n1
    -1	-13	4	-2	1	-12	6	-17	-2	6	-34
> Cc1cccc(N2CCN(C(=O)CCCn3c(=S)[nH]c4cc5c(cc4c3=O)OCO5)CC2)c1C
    -3	-45	-1	-1	0	36	-1	12	6	12	-20
> Cc1ccc(S(=O)(=O)CC(=O)N(CCCN2CCOCC2)c2nc3c(F)cccc3s2)cc1
    -1	-12	-8	-43	-27	-5	-16	19	1	-27	-23
> CCOC(=O)C1CCCN(C(=O)c2cc(Nc3ccc(OC)c(OC)c3)nc3ccccc23)C1 (stereo unspecified)
    -2	-5	2	1	0	27	-10	17	-5	-24	16
> Cc1ccc(S(=O)(=O)NCCCCCC(=O)Nc2cccc(C)c2)cc1
    -2	-5	-9	14	10	28	5	-7	-12	9	7
> NC1=C([N+](=O)[O-])C(c2ccc(F)cc2)C2=C(CCCC2=O)O1 (stereo unspecified)
    0	6	0	-2	-4	8	8	1	9	-6	-1
> CN1CCN(S(=O)(=O)Cc2ccc(Cl)cc2)CC1
    -13	7	4	-1	-3	8	16	-8	3	3	17
> CCOc1ccc(NC(=O)CCC(=O)NNC(=O)COc2ccccc2C)cc1
    -1	3	-13	-30	4	0	-16	16	x	-16	-4
> COc1ccc(S(=O)(=O)NN=C2CCCC2)cc1
    0	-23	-4	13	-41	14	-12	-15	-5	12	2
> CCOC(=O)C1=CCN(S(=O)(=O)c2ccccc2C)C1c1ccc(Cl)cc1 (stereo unspecified)
    -5	-10	x	-8	2	4	13	59*	x	-23	-7
> O=C(Cc1cccs1)NNC(=S)NCc1ccc(Cl)cc1
    4	7	11	-2	-6	-1	-11	-16	0	14	4
> CC1CN(S(=O)(=O)c2cccc(-c3csc(-c4ccccc4)n3)c2)CC(C)O1 (stereo unspecified)
    1	0	-1	9	8	6	2	1	3	x	15
> O=[N+]([O-])c1cccc(C2CC(c3ccccc3)=NN2c2ccccc2)c1 (stereo unspecified)
    4	-10	-32	12	4	-22	-14	9	7	0	5
> O=C1NC2(CCCCC2)C(=O)N1CC(=O)N(Cc1ccccc1)c1ccccc1
    -14	11	2	11	9	6	-17	8	5	4	1
> C=CCNC(=O)C1CC(=O)N(c2ccc(OCC(=O)N3CCCC3)cc2)C1 (stereo unspecified)
    -2	-21	0	-10	-11	-15	-1	-1	-16	20	3
> CC(=O)NCCn1c(SCc2cc(=O)n3cc(Cl)ccc3n2)nc2ccccc2c1=O
    -5	2	8	-10	3	10	-24	-6	0	14	1

One compound at a time, as listed above. Order of screens: NOD2 RIPK2 PPI, SRC2 inh, LMP1 NFkB inh, LRH-1 inv ag, COUP-TFII inh, TWEAK Fn14 block, SRC1 inh, TRAIL sens C8, TLR9-MyD88 block, TROY NFkB inh, SRC3 inh
Entry for `CCC(=O)N1N=C(c2ccccc2)CC1c1ccc([N+](=O)[O-])cc1` (stereo unspecified) → 3, 5, -1, -17, -21, -15, 18, -16, -8, -2, 9
Entry for `CCOC(=O)C1=CCN(S(=O)(=O)c2ccccc2C)C1c1ccc(Cl)cc1` (stereo unspecified) → -5, -10, x, -8, 2, 4, 13, 59*, x, -23, -7

(listing goes on)
The line under a structure holds: NOD2 RIPK2 PPI	SRC2 inh	LMP1 NFkB inh	LRH-1 inv ag	COUP-TFII inh	TWEAK Fn14 block	SRC1 inh	TRAIL sens C8	TLR9-MyD88 block	TROY NFkB inh	SRC3 inh
> CC1Cc2ccccc2N1C(=O)CN1C(=O)CN(C)C(=O)c2ccccc21 (stereo unspecified)
    -8	18	4	15	-6	-1	9	-1	-2	14	4
> CC(=O)c1ccc(C(=O)NC2CCCN(Cc3ccccc3F)C2)s1 (stereo unspecified)
    -10	4	-2	-3	-10	6	-9	-3	-6	18	-4
> COc1ccccc1NC(=O)Cc1nnc(SCC(=O)Nc2ccccc2F)n1C
    -3	16	-6	10	-1	19	-5	4	-8	-16	20
> Cc1cc(C(=O)NNC(=O)Nc2ccc(Cl)cc2)no1
    -3	-13	-2	2	6	-3	8	30	x	-8	16
> Fc1ccc(N/N=C/c2ccncc2)c(F)c1
    0	-18	-32	-35	-23	-15	-36	9	5	-22	8
> CCOc1cc(C2C3=C(CCCC3=O)N(C)C3=C2C(=O)CCC3)cc(Cl)c1O
    -9	-2	-5	-15	-6	-17	4	-22	-15	-12	-4
> CCOC(=O)[C@H]1[C@H]2COc3cc(OC)ccc3[C@@H]2N2C(=O)CN(CC3CCCO3)C(=O)[C@@]12C (stereo partly specified)
    -3	-9	-7	-3	16	12	2	-16	-9	13	-18
> CC1CN(C(=O)CSc2nnc(NC(=O)NC(C)(C)C)s2)CC(C)O1 (stereo unspecified)
    -10	-9	1	4	-3	15	-31	10	-4	-14	17
> COCCOC(=O)C1=C(C)Nc2ncnn2C1c1ccccc1 (stereo unspecified)
    4	-6	-1	8	-10	-1	2	0	1	3	10
> CCC(=NNS(=O)(=O)c1ccc(C)cc1)c1ccc(OC)c(C)c1
    -15	-28	-10	-8	6	-25	-37	10	-2	-10	-6
> COC(=O)[C@@H]1C[C@@]2(O)[C@H](O)[C@H](O)[C@H](O)C[C@H]2N1Cc1cccc2ccccc12
    -11	-18	11	-10	-2	2	5	-24	1	-15	13
> Nc1nonc1C(=O)NCCNc1ccc([N+](=O)[O-])cc1
    3	-14	-9	16	-12	9	3	-6	x	-1	-4
> O=C(CN1CCCc2ccccc21)N/N=C/c1ccc(O)cc1O
    0	-16	-2	-8	8	23	17	25	11	16	22
> CCc1nn2cc(C(=O)c3cc(Cl)ccc3O)cnc2c1-c1ccc(F)cc1
    8	21	-1	-7	-1	64*	-7	-13	-9	65*	6
> COc1cc(/C=N/N=C(\N)c2nonc2N)ccc1O
    -2	-24	0	-116	-46	-47	-82	13	3	-23	-34
> OCCCN1CCN(CCOc2ccccc2-c2ccccc2)CC1
    -6	4	4	10	-18	-20	-12	-1	6	-4	17
> Cc1ccc(Cl)cc1N1CCN(C(=O)C2CCN(c3nnc(-n4cccc4)s3)CC2)CC1
    5	-37	9	20	15	43	14	42	-18	27	23
> CCOC(=O)c1cc(-c2ccccc2)nc2nc(N(CC)CC)sc12
    -21	16	-9	25	0	14	-4	-22	-10	13	-3
> COc1ccc(Oc2cccc(Cl)c2CNC(=O)c2ccccc2C(=O)O)cc1
    -11	21	x	-4	10	12	-5	-5	x	-3	6
> COC(=O)c1ccc(NC(=O)CN2C(=O)CNC2=O)cc1
    -11	11	-16	52	-15	7	0	-5	2	-17	22
> CCc1nn(C(C)C(=O)NCc2ccc(Cl)cc2)c(=O)c2cc3occc3n12 (stereo unspecified)
    6	3	-6	-3	22	-1	-7	-6	-2	3	0

Among those listed so far, 6 contain a nitro group on carbon:
The line under a structure holds: NOD2 RIPK2 PPI	SRC2 inh	LMP1 NFkB inh	LRH-1 inv ag	COUP-TFII inh	TWEAK Fn14 block	SRC1 inh	TRAIL sens C8	TLR9-MyD88 block	TROY NFkB inh	SRC3 inh
> CCC(=O)N1N=C(c2ccccc2)CC1c1ccc([N+](=O)[O-])cc1 (stereo unspecified)
    3	5	-1	-17	-21	-15	18	-16	-8	-2	9
> O=C(CSc1ccc([N+](=O)[O-])cn1)Nc1ccccc1N1CCOCC1
    -6	-18	-4	18	6	5	-24	1	-2	-1	8
> O=c1[nH]c2cc([N+](=O)[O-])ccc2c2ccc([N+](=O)[O-])cc12
    7	5	3	-32	6	-57	-7	22	1	-15	9
> NC1=C([N+](=O)[O-])C(c2ccc(F)cc2)C2=C(CCCC2=O)O1 (stereo unspecified)
    0	6	0	-2	-4	8	8	1	9	-6	-1
> O=[N+]([O-])c1cccc(C2CC(c3ccccc3)=NN2c2ccccc2)c1 (stereo unspecified)
    4	-10	-32	12	4	-22	-14	9	7	0	5
> Nc1nonc1C(=O)NCCNc1ccc([N+](=O)[O-])cc1
    3	-14	-9	16	-12	9	3	-6	x	-1	-4
